Sm TGR block – inhibitors of Schistosoma mansoni thioredoxin glutathione reductase | Q962Y6 | purified TGR, DTNB reduction, TNB absorbance 405 nm | Potency, µM (titrated, usually from 114 µM), without a hit: at the top dose activity change, negative = inhibition, hits mostly inhibitors | 360,000 compounds, 3% hits; further: nearly all actives have a fitted effect of over 60% in size
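First, TGR (20 nM dispensed) and NADPH were mixed with compound. Second, a 15 min room-temperature incubation followed. Third, further NADPH and then DTNB were added to start the reaction. Finally, TNB absorbance was monitored kinetically.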
Tb PYK inh – blocks Trypanosoma brucei pyruvate kinase; Potency, µM (titrated, usually from 76.8 µM), for inactives: at the top dose activity, negative = inhibition, hits mostly inhibitors; 410,000 compounds, 0.12% hits; TbPYK enzyme, Kinase-Glo Plus ATP luminescence, 45 min; Q57TT1; AID 624173; further: nearly all actives have a fitted effect of over 50% in size
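Readout: single end-point luminescence (Kinase-Glo Plus, 10 min). Reaction conditions were TbPYK/substrate plus 130 uM ADP, 45 min at RT, pH 7.2 TEA buffer. No-enzyme wells served as controls, and data were normalized before concentration-response fitting.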
* hit, by the source's call; & = joins results of further samples; [ ] = another dose, or the depositor's remark. The call rests on the fitted dose curve; in most records, active means well fitted curve in the direction sought with a large enough effect; inconclusive means small, poorly fitted or top-dose-only effect, or another doubt; inactive means no such curve, though single readings can be large; an effect the other way counts as inactive or inconclusive. On the % scale 0 is the no-effect control and ±100 the full control effect; potency means the concentration at half of the fitted maximal effect. Only part of the results is shown; rates above refer to the full screens.

Order of results: Sm TGR block, Tb PYK inh
> CC(C)c1ccc(NC(=O)C(Cc2ccccc2)NS(=O)(=O)c2ccc3c(c2)CCC(=O)N3)cc1 (stereo unspecified)
 : 7%, -11%
> CCc1cccc(NC(=O)Cn2nc(CC)n3c(cc4cc(C)ccc43)c2=O)c1
 : 5%, -2%
> COc1ccccc1Cc1nc2ccccc2nc1SCC(=O)N1CCC(C)CC1
 : -4%, -1%
> O=C(Nc1cccc(C(=O)OCc2cc(=O)n3c4c(sc3n2)CCCC4)c1)c1cccc(Cl)c1
 : 0%, -4%
> CCNc1sc(S(C)(=O)=O)nc1S(=O)(=O)c1ccc(C)cc1
 : -13%, 4%
> COc1cc(/C=C/c2nc(C#N)c(N3CCCCC3)o2)cc(OC)c1OC
 : 2%, -6%
> CN1C(=O)C2(SCC(=O)N2c2ccc(F)cc2)c2ccccc21 (stereo unspecified)
 : -5%, -13%
> Cc1cccc(OCC(=O)NCc2ccc3c(c2)CCN3C(=O)c2ccc(Cl)cc2)c1
 : 3%, -13%
> Cc1ccc(NC(=O)CSCc2cnn(-c3ccccc3)c2-n2cccc2)c(Cl)c1
 : 1%, 4%
> COC(=O)c1ccccc1NC(=O)c1nn(C)c2c1COc1ccccc1-2
 : 7.1µM*, -8%
> COc1ccc(C2=NC(c3ccncc3)=Nc3ccc(OC)cc3N2)cc1
 : 2%, 0%
> O=C(CCCn1c(=O)[nH]c2ccsc2c1=O)N1CCN(c2cccc(C(F)(F)F)c2)CC1
 : 3%, -6%
> CCC(CC)C(=O)Nc1cccc(-c2nc3ccccc3s2)c1
 : 2%, -6%
> COc1cccc(OCc2nc3ccccc3n2Cc2ccccc2)c1
 : 7%, 9%
> COc1ccc(N2CCN(c3c4c(nc5nncn35)CCC4)CC2)cc1
 : 0%, -3%
> CCOC(=O)c1cc2c(=O)n3ccccc3nc2n(Cc2ccco2)c1=NC(=O)c1cccc(C)c1
 : -31%, -3%
> CC(C)NC(=O)c1cc2c(Cl)nc3ccccc3c2s1
 : 6%, 7%
> COc1cc(NC(=O)CSc2ncc3c(n2)-c2ccc(Cl)cc2N(Cc2ccccc2)S3(=O)=O)cc(OC)c1
 : -2%, -13%
> COc1ccc(S(=O)(=O)NCCc2csc(-c3ccc(F)cc3)n2)cc1F
 : 5%, -6%
> Cc1ccc(NC(=O)Cn2nc(-c3ccc(Cl)cc3)c3ccccc3c2=O)cc1
 : -8%, 5%
> CCc1ccccc1N(C)C(=O)c1ccc2c(=O)n3c(nc2c1)CCCCC3
 : -2%, -5%
> Cn1c(=O)oc2cc(S(=O)(=O)N3CCCC(C(=O)NCc4ccc(F)cc4)C3)ccc21 (stereo unspecified)
 : -2%, 5%
> Cn1c(=O)c2c(-c3cccc(Br)c3)n(CCO)cc2n(C)c1=O
 : -3%, 2%
> O=C(NCCCN1CCN(c2ccc(F)cc2)CC1)C1COc2ccccc2C1 (stereo unspecified)
 : 2%, 1%
> COc1cc(C2CC(=O)Nc3c2c(C)nn3-c2nncc(-c3ccccc3)n2)cc(OC)c1OC (stereo unspecified)
 : -3%, -4%
> CC(=O)Nc1ccc(S(=O)(=O)NC2(C(F)(F)F)NC(=O)N(CCc3ccc(F)cc3)C2=O)cc1 (stereo unspecified)
 : -30%, 10%
> CCc1nc2ccccc2n1CCCCOc1ccc(Cl)cc1
 : 0%, 0%
> O=C(Nc1ccc(OC(F)(F)F)cc1)c1cc(-c2ccc(Cl)cc2)on1
 : 1%, 2%
> CCOc1ccc(NC(=O)CSc2nc(-c3ccccc3)c3cc(OCC)ccc3n2)cc1
 : 7%, -2%
> CCOc1ccc(-n2nc3ccc(NC(=O)c4ccc(C)cc4C)cc3n2)cc1
 : 27%, 5%
> CCOC(=O)c1noc2ncnc(N3CCN(c4cccc(Cl)c4)CC3)c12
 : -3%, -4%
> O=C(NCCCc1nc2ccccc2n1Cc1ccccc1F)c1ccco1
 : 2%, -5%
> COc1ccc(CCNC(=O)CCc2c(C)nc3cc(-c4ccccc4OC)nn3c2C)c(OC)c1
 : 7%, -8%
> CCOC(=O)c1cnc2cc(C(F)(F)F)ccc2c1N1CCN(c2ccc(F)cc2)CC1
 : 10%, 1%
> O=C(NC1CCCCC1)c1cc(Nc2cccc(C(F)(F)F)c2)nc2ccccc12
 : 11%, 1%
> CCOc1ccccc1CNC(=O)CCC(=O)N1CCSc2ccccc21
 : -8%, 2%
> COc1ccc(NC(=O)Cn2c(=O)n(-c3ccccc3)c(=O)c3c4c(sc32)CCCC4)c(OC)c1
 : 5%, -2%
> Cc1nc2cccnc2n1C1CCN(S(C)(=O)=O)CC1
 : -3%, -6%
> CCOc1ccc(-n2c(=O)c3c4c(sc3n(CC(=O)NC(C)CC)c2=O)CCC4)cc1 (stereo unspecified)
 : 4%, 4%
> Cc1cccc2sc(N3CCN(C(=O)CS(=O)(=O)c4ccc(F)cc4)CC3)nc12
 : -5%, 0%
> COc1ccc(CCNC(=O)Cn2c(=O)nc(-c3ccccc3F)c3cc(Cl)ccc32)cc1OC
 : 5%, -6%
> COc1cccc(/C=C/c2nc3ccccc3c(=O)n2-c2ccc(Cl)cc2)c1OC
 : 8%, -20%
> Cc1cc(O)c(C(c2cccc(Cl)c2)N2CCN(c3ccccc3)CC2)c(=O)n1Cc1ccco1 (stereo unspecified)
 : 4µM*, -1%
> CCOc1ccc(OCC)c(NC(=O)C2CCN(c3nnc(-n4cccc4)s3)CC2)c1
 : 11%, 3%
> CC(C)(C)C(=O)NCC(c1ccc2c(c1)OCO2)N1CCOCC1 (stereo unspecified)
 : 6%, 1%
> CCCCN(C)CCNC(=O)c1cc(-c2ccc(Cl)s2)nc2ccccc12
 : 2%, 2%
> CCc1ccc(NC(=O)c2cnn(-c3c(C)cccc3C)c2C2CCN(C(=O)OC(C)(C)C)CC2)cc1
 : 9%, -10%
> COC(=O)CC1Oc2ccc(F)cc2-n2cc(-c3ccc(C)cc3)nc21 (stereo unspecified)
 : -6%, -1%
> CC1CCN(S(=O)(=O)c2ccc3c(ccc(=O)n3CC(=O)NCc3ccc(Cl)cc3)c2)CC1
 : 8%, 2%
> COC(=O)c1ccccc1NC(=O)c1cc(-c2ccc(Cl)cc2)on1
 : 4%, -10%
> COc1cc(C(=O)NCCSc2c(-c3ccccc3)[nH]c3ccccc23)cc(OC)c1OC
 : 4%, -4%
> COc1ccc(-c2cc3c(=O)n(CC(=O)Nc4ccc(Br)c(C)c4)ccn3n2)cc1OC
 : 1%, 4%
> CCOc1ccc(CCNC(=O)Cn2c(C)c3cnn(-c4ccccc4)c(=O)c3c2C)cc1
 : 2%, -4%
> COc1ccccc1Nc1nc(-c2ccccc2Cl)c2cc(Br)ccc2n1
 : -6%, -2%
> CCCN1C(=O)C(O)(CC(=O)c2ccc(CC)cc2)c2cc(Br)ccc21 (stereo unspecified)
 : 0%, -7%
> COc1ccc(Cl)cc1C(=O)Nc1ccc2nc(Nc3cccc(Cl)c3)cc(C)c2c1
 : -2%, 0%
> Cn1cnc(S(=O)(=O)N2CCC(C(=O)NCc3ccccc3)CC2)c1
 : 0%, -3%
> Cc1cccc(Cc2c(C)nc3nc(SCC(=O)NC4CCCCC4)nn3c2C)c1
 : 3%, 3%
> CCOC(=O)COc1ccc(C)cc1C(=O)c1ccn2nc(-c3ccc(F)cc3)cc2n1
 : -1%, 0%
> COc1ccc(OCC(=O)NC(Cc2c[nH]c3ccccc23)C(=O)O)cc1 (stereo unspecified)
 : 11%, -6%

(more compounds)
SMILES	Sm TGR block	Tb PYK inh
CCOC(=O)c1ccc(NC(=O)c2ccc(CN3C(=O)CCn4nc(C)cc43)cc2)cc1	5%	-6%
CCOC(=O)c1cccc(NC(=O)[C@H](CSCc2ccccc2)N2Cc3ccccc3C2=O)c1	6%	2%
O=C(CSc1n[nH]c(-c2ccccc2)n1)N1CCN(c2ccc(F)cc2)CC1	6%	-3%
CCOc1cc(C(=O)Nc2ccc(-c3nc4cc(C)ccc4o3)cc2)cc(OCC)c1OCC	2%	5%
CCOc1cccc2cc(-c3nc(-c4ccccc4C)no3)c(=O)oc12	-5%	-1%
COc1ccc(C(=O)Oc2c(Sc3ccc(Cl)cc3)c(C)nn2C(C)(C)C)cc1OC	6%	-1%
COc1ccc(NC(=O)c2ccc3c(c2)c(C)c(C)n3Cc2ccc(F)cc2)c(OC)c1	6%	3%[15.4 µM]
COc1cccc(-c2nc3c(c(SCC(=O)Nc4cc(C)ccc4C)n2)Cc2c(CO)cnc(C)c2O3)c1	-1%	4%
Cc1cccc(N2C(=O)CS(=O)(=O)C23C(=O)N(Cc2c(F)cccc2Cl)c2ccccc23)c1 (stereo unspecified)	0%	-7%
Cc1ccc(C)c(Cn2c3ccccc3c3cnn(CC(=O)NCCc4ccccc4)c(=O)c32)c1	-7%	0%
COc1ccc(Cn2c(CNC(=O)Cc3cccc([N+](=O)[O-])c3)nc3cccnc32)cc1	4%	0%
CN(C)c1ccc(C(CNS(=O)(=O)c2ccccc2)N2CCc3ccccc32)cc1 (stereo unspecified)	-2%	-7%

Single values from the entries so far:
Result of O=C(CSc1n[nH]c(-c2ccccc2)n1)N1CCN(c2ccc(F)cc2)CC1 in Tb PYK inh: -3%
Result of COc1ccc(NC(=O)c2ccc3c(c2)c(C)c(C)n3Cc2ccc(F)cc2)c(OC)c1 in Sm TGR block: 6%
Result of CCOc1cc(C(=O)Nc2ccc(-c3nc4cc(C)ccc4o3)cc2)cc(OCC)c1OCC in Sm TGR block: 2%

(next part)
SMILES	Sm TGR block	Tb PYK inh
COc1ccc(OC)c(CNCc2c(C(=O)O)n(Cc3cccc(F)c3)c3cc(OC)ccc23)c1	2%	-9%
COc1ccc(CNC(=O)Nc2cn(CC(C)C)c(=O)c3ccccc23)c(OC)c1	-1%	5%
O=C1CC(c2cccc(Cl)c2Cl)c2cc3c(cc2N1)OCCO3 (stereo unspecified)	-1%	-9%
Cc1ccc(OCC(=O)NCC2(N(C)C)CCCCC2)cc1C	-1%	0%
CC(C)NC(=O)Nc1ccc2c(c1)N(C)C(=O)c1ccccc1S2	-24%	0%
Cc1ccc(CNC(=O)C2CCN(S(=O)(=O)N3CCC(C)CC3)CC2)cc1	11%	-11%&-1%
COc1cccc(C2=CC(c3ccccc3F)n3ncc(C(=O)Nc4ccc(F)cc4)c3N2)c1 (stereo unspecified)	0%	2%
CCOC(=O)c1c(NC(=O)c2noc3c2CC(C(C)(C)C)CC3)sc2c1CCCC2 (stereo unspecified)	1%	-6%
CC(C)CCNC(=O)Nc1ccc2c(c1)N(C)C(=O)c1ccccc1S2	-8%	-2%
COc1ccc(NC(=O)c2ccco2)cc1NC(=O)c1ccc(OC(C)C)cc1	-1%	0%
Cc1cccc(N2CCN(C(=O)C3CCCN(C(=O)c4cc5sccc5n4C)C3)CC2)c1C (stereo unspecified)	7%	1%
CCC(C(=O)NCc1ccccc1)n1ncn2c(cc3occc32)c1=O (stereo unspecified)	-12%	-3%
O=S(=O)(c1ccccc1)c1nnn2c1nc(N1CCN(c3ccccc3)CC1)c1cc(Cl)ccc12	26%	-10%
CC1=Nc2cc(C(=O)NCc3ccc(C)cc3)ccc2Sc2ccc(Cl)cc21	-4%	-6%
Cc1cc(C)cc(NC(=O)CN2C(=O)c3ccccc3Sc3ccc(C(=O)N4CCCC4)cc32)c1	-2%	1%
COC(=O)c1sccc1S(=O)(=O)N(CC(=O)NCc1ccc(C)cc1)c1ccc(C)cc1	5%	0%
Cc1ccc(CN(Cc2ccco2)C(=O)COc2ccc(C)c(C)c2)cc1	1%	-4%
COc1cc(Cl)c(C)cc1NC(=O)CCn1c(=O)c2cccn2c2cccnc21	-3%	2%
CCN(CC)c1ccc(NC(=O)Cn2c(C)c3cnn(-c4ccccc4)c(=O)c3c2C)c(C)c1	-5%	-9%
Cc1ccc(C)c(CNC(=O)C2CCCCN2S(=O)(=O)c2ccc(F)cc2)c1 (stereo unspecified)	35%	-9%
COc1ccc(Nc2cc(C(=O)NCCCN(C)C3CCCCC3)c3ccccc3n2)cc1	3%	-6%
CCCCNS(=O)(=O)c1ccc(C)c(-c2nnc3c4ccccc4c(C)nn23)c1	-4%	-3%
CC1CC(=O)N(CC(=O)Nc2ccc(OC(F)(F)F)cc2)c2ccccc2S1 (stereo unspecified)	-5%	2%
CCCCCCC(=O)Nc1cc2nc3c(nc2cc1C)c(=O)n(C)c(=O)n3C	0%	2%

Exported as labelled records: entries from further up
canonical_smiles: COC(=O)c1sccc1S(=O)(=O)N(CC(=O)NCc1ccc(C)cc1)c1ccc(C)cc1
  Sm TGR block: 5%
  Tb PYK inh: 0%

canonical_smiles: CC1CC(=O)N(CC(=O)Nc2ccc(OC(F)(F)F)cc2)c2ccccc2S1 (stereo unspecified)
  Sm TGR block: -5%
  Tb PYK inh: 2%

(listing goes on)
SMILES	Sm TGR block	Tb PYK inh
Cc1ccc(Cn2c(C)c(CNC3CCCCC3)c(C(=O)O)c2C)cc1	0%	-1%
COc1ccccc1NC(=O)CSc1nnc(-c2nonc2NC(C)=O)n1-c1ccccc1	-2%	-8%
COc1ccc(C2NC(=O)N(C)C3=C2C(=O)N(c2cccc(Cl)c2)C3)cc1 (stereo unspecified)	1%	-6%
Fc1ccc(C(Nc2ccccc2Cl)c2nnc(-c3ccccc3Cl)o2)cc1 (stereo unspecified)	11%	-13%
CC(CC(=O)NCc1ccc(Cl)cc1Cl)CC1=NS(=O)(=O)c2ccccc2N1 (stereo unspecified)	-1%	7%

High-throughput results deposited in PubChem BioAssay by National Center for Advancing Translational Sciences (NCATS).
